# Compound activity from PubChem.
# CHRM5 PAM: potentiates acetylcholine response at human M5 receptor | P08912 | CHO-K1 hM5, Fluo-8 calcium, ACh EC20 PAM; 0% = ACh EC20, 100% = ACh EC100 | activation, % at 3 µM | 360,000 tested, 0.3% active;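 active = activation above the run cutoff, the mean activation of all test compounds plus 3 SD, cut at about 18% in these data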
#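 system = human M5 receptor in CHO-K1 cells | compound = one concentration, 3 µM final (nominal) | schedule = Post-acetylcholine fluorescence recording 140 s | signal = Fluo-8 calcium dye fluorescence, kinetic read | benchmarks = low control EC20 acetylcholine (0%), high control EC100 acetylcholine (100%) | repeats = singlicate, one well per test compound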
# CHRM1 PAM: potentiates human M1 receptor response to acetylcholine. P11229. CHO-K1 hM1, Fluo-8 calcium fluorescence, ACh EC20; 0% = ACh EC20, 100% = maximal ACh. activation, % at 3 µM. 360,000 tested, 0.088% active. AID 588819; in the data active = activation above about 19%, passing the limit was not always enough
# Target sequence (P11229 whole entry, looked up): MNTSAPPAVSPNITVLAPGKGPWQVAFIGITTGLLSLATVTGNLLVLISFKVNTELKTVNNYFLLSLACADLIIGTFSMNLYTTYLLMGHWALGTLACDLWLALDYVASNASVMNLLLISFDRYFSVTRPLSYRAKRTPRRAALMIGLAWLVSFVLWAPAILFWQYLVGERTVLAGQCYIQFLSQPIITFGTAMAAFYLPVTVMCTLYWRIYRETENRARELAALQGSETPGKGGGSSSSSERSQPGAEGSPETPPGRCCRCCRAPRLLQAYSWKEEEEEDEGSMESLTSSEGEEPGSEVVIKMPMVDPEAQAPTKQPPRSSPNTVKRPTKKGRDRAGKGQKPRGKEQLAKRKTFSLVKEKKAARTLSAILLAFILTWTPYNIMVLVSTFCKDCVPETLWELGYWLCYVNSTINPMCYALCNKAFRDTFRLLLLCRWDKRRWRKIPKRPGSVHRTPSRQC
# CRFR2-BP ag: agonists of human CRF-binding protein/CRF-R2 receptor complex; activation, % at 13.2 µM; 350,000 tested, 0.46% active; HEK293 CRF-R2/CRF-BP, calcium dye fluorescence (FLIPR); percent of saturating CRF peptide response;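 active = activation of at least 50%, plus an integration ratio under a set limit after plate pattern correction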;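 also: plate controls were neutral control wells without compound for no effect and CRF at EC100 for full effect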
# M1 antag: blocks human M1 muscarinic receptor; inhibition, % at 3 µM; CHO-K1 hM1, Fluo-8 calcium fluorescence, ACh EC80 antagonist; 360,000 tested, 1.3% active;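 active = percent inhibition above its own plate's cutoff, namely the mean of that plate's compound wells plus 3 SD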;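 also: peak over basal fluorescence ratio during 140 s after agonist addition; 0% = ACh EC80 plus DMSO and 100% = DMSO alone without agonist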
# M5 antag: blocks acetylcholine activation of human M5 receptor; P08912; CHO-hM5 cells, Fluo-8 calcium fluorescence, ACh EC80; inhibition, % at 3 µM; 360,000 tested, 0.59% active; AID 624040;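 active = inhibition above a per-plate cutoff, the mean of that plate's test compounds plus 3 SD, cut at about 27% in these data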;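 also: 0% = acetylcholine EC80 with DMSO and 100% = DMSO without agonist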
# M4 ag: agonists of human muscarinic M4 receptor (CHRM4). activation, % at 3 µM. AID 624127. CHO-K1 hM4/Gqi5, Fluo-8 calcium fluorescence; vehicle 0%, full acetylcholine response 100%. 360,000 tested, 0.14% active. P08173;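 active = activation above the run mean over all test wells plus 3 SD, cut at about 32% in these data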;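 also: peak over basal fluorescence ratio per well then scaled between controls; 0% = DMSO wells and 100% = acetylcholine at EC100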
# Target sequence (P08173 whole entry, looked up): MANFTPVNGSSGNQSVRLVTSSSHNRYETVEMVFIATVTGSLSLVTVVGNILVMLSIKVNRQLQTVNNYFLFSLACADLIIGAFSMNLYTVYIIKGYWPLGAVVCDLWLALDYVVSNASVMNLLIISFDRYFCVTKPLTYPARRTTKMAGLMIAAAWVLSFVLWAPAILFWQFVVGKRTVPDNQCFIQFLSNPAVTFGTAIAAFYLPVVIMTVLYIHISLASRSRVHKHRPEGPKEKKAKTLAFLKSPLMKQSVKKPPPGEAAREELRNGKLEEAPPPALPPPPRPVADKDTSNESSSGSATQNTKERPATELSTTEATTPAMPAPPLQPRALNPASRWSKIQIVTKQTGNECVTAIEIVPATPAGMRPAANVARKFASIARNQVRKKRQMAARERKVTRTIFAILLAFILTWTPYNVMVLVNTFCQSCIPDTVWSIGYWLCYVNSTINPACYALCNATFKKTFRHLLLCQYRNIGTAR
# M5 ag: agonists of human muscarinic M5 receptor (CHRM5); P08912; CHO-K1 hM5 cells, Fluo-8 calcium fluorescence; 0% DMSO wells, 100% maximal acetylcholine response; activation, % at 3 µM; 360,000 tested, 0.19% active;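 active = activation above the run's mean over test compounds plus 3 SD, cut at about 23% in these data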;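 also: signal is peak over basal fluorescence ratio across the kinetic read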
# M4 antag: CHRM4 antagonism in calcium assay. P08173. CHO-hM4 cells, ACh EC80, Fluo-8 calcium fluorescence. inhibition, % at 3 µM. 360,000 tested, 0.73% active. AID 624125;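 active = inhibition above its plate's cutoff, the mean inhibition of sample wells plus 3 SD, cut at about 27% in these data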;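 also: 0% = acetylcholine EC80 with DMSO and 100% = DMSO without agonist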
# CHRM4 PAM: CHRM4 positive allosteric modulation | activation, % at 3 µM | 360,000 tested, 0.4% active | P08173 | CHO-K1 hM4/Gqi5, Fluo-8 calcium fluorescence, ACh EC20; 0% = ACh EC20, 100% = maximal ACh;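 active = activation above its plate's cutoff, the mean activation of sample wells plus 3 SD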; also: some results filed as inactive read as strong as hits
# Numbers without * were called inactive; x = not tested or not shown.
SMILES,CHRM5 PAM,CHRM1 PAM,CRFR2-BP ag,M1 antag,M5 antag,M4 ag,M5 ag,M4 antag,CHRM4 PAM
CCN(CC)C(=O)C1=C(C)N(Cc2ccc(C(C)(C)C)cc2)C(=O)C(CC(=O)NCc2cccc3ccccc23)C1 (stereo not drawn),2,-7,6.1,5,0,12,-1,-11,-4
O=C(COC(=O)CN1C(=O)NC2(CCCC2)C1=O)NCc1ccc(Cl)cc1Cl,10,12,-3.9,-4,8,2,0,7,-4
O=C(COc1ccc(Cl)cc1)N/N=C/CCc1ccccc1,-5,6,-3.6,-5,3,1,2,13,3
Cc1cc(=O)oc(C)c1C(=O)NCC(C)C,3,4,-1.1,-24,-1,1,1,-8,8
COc1ccccc1Cc1nc2ccccc2n1S(=O)(=O)c1ccc(Cl)cc1,-11,-7,0.4,15,2,3,-3,-6,-1
CC1CC1C(=O)Nc1nc2ccc(Cl)cc2s1 (stereo not drawn),-7,-1,0.1,-9,10,1,-6,-12,-4
CCOC(=O)C1=C(C)NC(SC)=C(C#N)C1CC(C)C (stereo not drawn),1,-1,-0.1,-11,-8,1,-16,-15,-6
Cc1cccc(C(=O)Nc2ccc(C(=O)N/N=C/c3ccc(C)o3)cc2)c1,-3,11,-0.1,-11,2,3,0,4,-2
O=C(CCCCCN1C(=O)[C@@H]2Cc3ccccc3CN2C1=O)Nc1ccccc1Cl,5,13,-2.2,3,-1,23,2,1,-7
COc1cccc(-c2ccc(NC(=O)C3CCCN(CCCn4cccn4)C3)cc2)c1 (stereo not drawn),-4,-3,2.6,0,5,16,-5,5,-7
COc1cc(CN2CCN(Cc3ccco3)CC2)cc(OC)c1,-1,-2,-1.5,0,11,0,-5,12,-6
S=C(c1cccs1)N1CCCC1,-4,1,-0.9,4,-4,1,-7,2,2
COC(=O)Nc1ccc(S(=O)(=O)N2CCC(C(=O)NC3CCCCC3)CC2)cc1,3,7,-0.9,-3,3,0,-3,0,-1
O=c1cc(/N=C/c2coc3c(ccc4ccccc43)c2=O)[nH]c(=S)[nH]1,-2,-3,-0.6,-1,11,1,-4,-11,4
COc1ccc(OC)c(NC(=O)COc2cc(O)c3c(c2)OC(C)(C)CC3=O)c1,-2,-11,x,15,0,4,0,-17,5
O=C(c1ccc(Br)o1)N1CCN=C1SCc1cccnc1,-3,8,-1.1,-18,2,0,1,-5,10
COc1ccc(OC)c(NC(=O)Cc2cccs2)c1,3,1,0.0,-5,-7,0,2,-5,0
O=C(N/C(=C\c1cccs1)C(=O)N1CCOCC1)c1ccco1,-4,5,-3.4,-7,3,1,-1,5,-7
Cc1ccc2[nH]c(=O)c(CN(CCO)C(=O)NCc3ccccc3)cc2c1,-3,10,0.0,-9,1,0,-1,16,7
S=C(NCCc1ccc(Cl)cc1)NC1CC1,6,9,-2.8,-9,-14,1,-2,-10,0
CN1CCN(S(=O)(=O)c2ccc3c4c(cccc24)C(=O)N3)CC1,-5,12,1.6,-14,4,1,0,2,-4
COc1ccc(S(=O)(=O)N2CCC(O)(c3ccc(Cl)cc3)CC2)cc1,-13,-7,0.3,8,2,5,-6,9,-7
Cc1ccccc1NC(=O)Cc1nc(COC(=O)/C=C/c2ccc(F)cc2)cs1,-6,-4,-0.7,3,8,9,-1,5,-1
C/C(=N\NC(=O)CSCc1cccc(Br)c1)c1ccc([N+](=O)[O-])cc1,-12,-3,-0.6,4,-1,1,-2,1,-4
CC(OC(=O)CCCN=C1NS(=O)(=O)c2ccccc21)C(=O)Nc1ccccc1[N+](=O)[O-] (stereo not drawn),1,5,3.2,-18,3,5,7,-7,6

# Next compounds:
SMILES,CHRM5 PAM,CHRM1 PAM,CRFR2-BP ag,M1 antag,M5 antag,M4 ag,M5 ag,M4 antag,CHRM4 PAM
CCn1nc(C(=O)NCc2nnc3ccccn23)c2ccccc2c1=O,5,2,0.1,0,-5,1,1,-4,9
CCN(CC)C(=O)n1cnc(-c2ccccc2)c1-c1ccccc1,-5,8,0.4,-3,4,2,1,8,-3
CC(=O)C1=C(O)C(=O)N(CCc2ccccc2)C1c1ccccc1[N+](=O)[O-] (stereo not drawn),-3,4,7.6,-5,3,1,-2,-7,3
CCN(CC(=O)NC1CCS(=O)(=O)C1)S(=O)(=O)c1ccc(Br)cc1 (stereo not drawn),9,12,1.2,-20,8,2,1,-9,8
CCS(=O)(=O)N1CCC(c2nc(-c3ccc(C(F)(F)F)cc3)no2)CC1,1,4,4.6,0,-4,4,1,-9,4
NC(=O)COC(=O)CSc1cccc2cccc(Cl)c12,1,4,-1.5,-11,2,1,-3,10,8
Cc1ccc(NC(=O)COc2ccc(S(=O)(=O)N3CCOCC3)cc2)cc1,0,5,-7.7,-8,-4,2,-1,0,-1
COc1ccc(N2CCN(C(=O)Cc3ccc(Br)cc3)CC2)cc1,4,4,-3.9,-11,8,4,2,-4,-6
O=C(CSC1=NCCS1)N1CCCC1,-1,8,-0.6,-19,1,1,-1,0,5
C=CCNc1oc(-c2cccs2)nc1C#N,-2,6,-2.4,-9,8,0,-3,9,17
COCC(=O)N(C)C[C@H]1N[C@@](Cc2ccccc2)(C(=O)OC)[C@H]2C(=O)N(Cc3ccccc3)C(=O)[C@@H]12,0,-1,-0.9,1,-7,0,1,-3,0
COc1cc2c(cc1O)CCN(C(=O)CSc1nncn1C)[C@@H]2C,-4,3,-1.6,-8,-4,2,0,-2,1
CCOC(=O)C1CCN(c2cc3c(cc2NC(=O)c2ccc(F)cc2)n(C)c(=O)n3C)CC1,6,5,-0.2,-7,-13,3,-2,7,0
CNC(=O)C1CC(=O)N(c2ccc(OCC(=O)Nc3ccc(F)cc3)cc2)C1 (stereo not drawn),-1,6,-0.4,-3,13,-1,2,7,3
COc1cc(/C=N/N=C2/SCC(=O)N2c2ccc(O)cc2)ccc1O,-4,-10,-1.6,6,7,13,7,1,-1
CCCN(CC(=O)Nc1ccccc1C)C(=O)CCN1C(=O)c2cccc([N+](=O)[O-])c2C1=O,0,9,-0.4,-7,3,-3,-2,-8,10
O=[N+]([O-])c1ccc(NCCN2CCOCC2)c([N+](=O)[O-])c1,-3,1,1.0,-6,-5,3,5,10,-7
CCCCCCCCNS(=O)(=O)CCNCc1ccco1,-4,2,0.3,-10,-1,0,0,-7,3
CC(=O)C1=C(C)Nc2ncnn2C1c1cccc(OCc2ccccc2)c1 (stereo not drawn),9,8,-1.4,-13,-5,1,0,-4,6
CCc1ccc(NC(=O)CSc2nnc(-c3ccco3)o2)cc1,2,7,-0.3,-10,-2,4,-2,1,5
O=C(O)/C=C/S(=O)(=O)c1ccc2ccccc2c1,8,6,5.0,-2,0,1,1,11,15
COC(=O)C1=C(C)N=C2SCCC(=O)N2C1c1ccc(C(=O)OC)cc1 (stereo not drawn),4,-3,-0.9,-9,-5,-1,2,6,-1
CCOC(=O)c1cccc(NC(=O)C2CCCN(S(=O)(=O)c3c(C)nn(C)c3C)C2)c1 (stereo not drawn),-9,-3,0.2,6,-3,9,1,-15,2
CN(C)S(=O)(=O)c1cccc(NC(=O)CC23CC4CC(CC(C4)C2)C3)c1,-7,-8,1.6,-4,9,4,-2,4,-9
C/C(CC(=O)N1CCN(C=O)CC1)=N\NC(=O)c1ccc(Br)cc1,2,11,-0.8,-11,-7,1,-1,-5,1

# Following part:
SMILES,CHRM5 PAM,CHRM1 PAM,CRFR2-BP ag,M1 antag,M5 antag,M4 ag,M5 ag,M4 antag,CHRM4 PAM
O=C(O)CCC(=O)Nc1ccc(N=Nc2ccccc2)cc1,-1,5,-0.3,-3,7,10,9,-2,-6
CC1(C)c2ccccc2C(=O)c2ccccc21,1,13,-2.1,-19,10,0,-8,-8,7
COCC(C)NC(=O)CSc1nc2ccccc2c(=O)n1CCc1ccc(S(N)(=O)=O)cc1 (stereo not drawn),-10,-11,-1.1,30*,18,16,1,1,-10
COc1ccc(OC)c(C2C3=C(N=c4s/c(=C\c5cccc(O)c5)c(=O)n42)c2ccccc2CC3)c1 (stereo not drawn),10,13,18,-15,-17,3,3,5,18
O=C(NC1CCCCCCC1)NC1CCCCC1,4,6,0.4,-25,-1,-1,-5,-1,8
COC(=O)[C@@H](NC(=O)Nc1ccccc1F)C(C)C,-2,5,-1.4,-3,3,0,-3,16,-7
O=C(c1ccccc1)c1nccc2ccccc12,3,5,-1.8,-12,-4,1,-2,-10,4
CCOC(=O)N1CC(C)N(CC(O)CN2CCOCC2)CC1C (stereo not drawn),5,-3,8.3,-4,2,2,-6,-9,-4
CCn1ccc(C(=O)NC2CCCC2)n1,-4,8,-0.2,-1,0,0,-2,1,1
Cc1nnc(NC(=O)C23CC4CC(C)(CC(C)(C4)C2)C3)s1,3,14,1.4,-16,10,1,1,-2,3
CCCCC[C@@H](C)N1C[C@H](COCc2ccccc2)Oc2cc(N3CC[C@@H](N(C)C)C3)ccc2S1(=O)=O,2,x,x,x,-3,4,0,-3,3
NC(=O)C1CCN(C(=O)COc2cccc3cccnc23)CC1,2,4,-1.3,5,-16,0,1,-4,2

# A different layout for part of the listing above.
# Below each compound – CHRM5 PAM	CHRM1 PAM	CRFR2-BP ag	M1 antag	M5 antag	M4 ag	M5 ag	M4 antag	CHRM4 PAM
COCC(C)NC(=O)CSc1nc2ccccc2c(=O)n1CCc1ccc(S(N)(=O)=O)cc1 (stereo not drawn)
  -10	-11	-1.1	30*	18	16	1	1	-10
COc1ccc(OC)c(C2C3=C(N=c4s/c(=C\c5cccc(O)c5)c(=O)n42)c2ccccc2CC3)c1 (stereo not drawn)
  10	13	18	-15	-17	3	3	5	18
O=C(NC1CCCCCCC1)NC1CCCCC1
  4	6	0.4	-25	-1	-1	-5	-1	8
COC(=O)[C@@H](NC(=O)Nc1ccccc1F)C(C)C
  -2	5	-1.4	-3	3	0	-3	16	-7
O=C(c1ccccc1)c1nccc2ccccc12
  3	5	-1.8	-12	-4	1	-2	-10	4
CCOC(=O)N1CC(C)N(CC(O)CN2CCOCC2)CC1C (stereo not drawn)
  5	-3	8.3	-4	2	2	-6	-9	-4
CCn1ccc(C(=O)NC2CCCC2)n1
  -4	8	-0.2	-1	0	0	-2	1	1

# In another format: entries from further up
CHRM5 PAM | CHRM1 PAM | CRFR2-BP ag | M1 antag | M5 antag | M4 ag | M5 ag | M4 antag | CHRM4 PAM | mol
-1 | 5 | -0.3 | -3 | 7 | 10 | 9 | -2 | -6 | O=C(O)CCC(=O)Nc1ccc(N=Nc2ccccc2)cc1
1 | 13 | -2.1 | -19 | 10 | 0 | -8 | -8 | 7 | CC1(C)c2ccccc2C(=O)c2ccccc21
-10 | -11 | -1.1 | 30* | 18 | 16 | 1 | 1 | -10 | COCC(C)NC(=O)CSc1nc2ccccc2c(=O)n1CCc1ccc(S(N)(=O)=O)cc1 (stereo not drawn)
10 | 13 | 18 | -15 | -17 | 3 | 3 | 5 | 18 | COc1ccc(OC)c(C2C3=C(N=c4s/c(=C\c5cccc(O)c5)c(=O)n42)c2ccccc2CC3)c1 (stereo not drawn)
4 | 6 | 0.4 | -25 | -1 | -1 | -5 | -1 | 8 | O=C(NC1CCCCCCC1)NC1CCCCC1
